miR-122 sensor: blocks miR-122 activity in Huh7 sensor cells; Huh7 miR-122 Renilla luciferase sensor, 48 h; neutral wells = 0, positive control = 100; activation (reporter increase), % at 12.5 µM; 0.3% of 340,000 active; AID 602342;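 active means mean replicate activation score at least 90 and every replicate individually at or above 90; inconclusive means only one of the two criteria met; inactive means neither criterion met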;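 further: higher luciferase means less miR-122 activity so hits act as miR-122 inhibitors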
RAD52 anneal inh: blocks human RAD52 DNA annealing; P43351; recombinant RAD52 DNA annealing, FRET fluorescence; inhibition, % at 18.7 µM; 0.46% of 360,000 active;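 active means every replicate showing at least 50% inhibition; inconclusive means mean inhibition at least 50% but not in every replicate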
PGC1a acetyl inh: lowers PGC1a acetylation signal in U2OS cells. AlphaScreen anti-acetyl-lysine; with virally co-expressed GCN5 acetyltransferase. inhibition, % at 15.6 µM. 0.17% of 350,000 active. AID 651687;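 active means every replicate shows inhibition of at least 40%; inconclusive means mean inhibition at least 40% but some replicate below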;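 further: 0% = neutral control wells and 100% = positive control wells; some results beyond the cut were filed as inactive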
E-selectin induc: E-selectin induction on HUVECs | activation, % at 7.58 µM | 0.37% of 260,000 active | HUVEC E-selectin immunofluorescence imaging; normalized: neutral wells 0, TNF-alpha wells 100 | AID 686992;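 active means mean E-selectin-positive cell signal at least 10% of the positive control, reached in at least 60% of replicates, without over 20% cell loss; inconclusive means no rule given, readout overlaps actives, possibly toxicity-flagged; inactive means the rest, including those meeting only one limit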;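 further: in these data hits start at about 27%; measured in HUVEC primary endothelial cells; signal is the percent of cells scored E-selectin positive by PE staining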
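Assay system: HUVEC primary endothelial cells. Input: 3,000 HUVEC seeded per well. Doses: one compound dose added by pin transfer. Read-out basis: % PE-positive cells. Benchmarks: TNF-alpha high, DMSO low. Detection: immunofluorescence imaging. Buffer or medium: EGM-2, gelatin.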
ERAP1 HTS inh: inhibitors of human ERAP1 aminopeptidase. Q9NZ08. recombinant ERAP1, Leu-AMC fluorescence, 60 min. inhibition, % at 10.7 µM. 0.15% of 340,000 active;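 active means mean replicate inhibition of at least 30%, or all replicates individually reaching that 30% level; inactive means mean below 30% and not every replicate reaching it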;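 further: 0% = neutral control wells and 100% = L-leucinethiol positive control wells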
Target sequence (Q9NZ08 whole entry, looked up): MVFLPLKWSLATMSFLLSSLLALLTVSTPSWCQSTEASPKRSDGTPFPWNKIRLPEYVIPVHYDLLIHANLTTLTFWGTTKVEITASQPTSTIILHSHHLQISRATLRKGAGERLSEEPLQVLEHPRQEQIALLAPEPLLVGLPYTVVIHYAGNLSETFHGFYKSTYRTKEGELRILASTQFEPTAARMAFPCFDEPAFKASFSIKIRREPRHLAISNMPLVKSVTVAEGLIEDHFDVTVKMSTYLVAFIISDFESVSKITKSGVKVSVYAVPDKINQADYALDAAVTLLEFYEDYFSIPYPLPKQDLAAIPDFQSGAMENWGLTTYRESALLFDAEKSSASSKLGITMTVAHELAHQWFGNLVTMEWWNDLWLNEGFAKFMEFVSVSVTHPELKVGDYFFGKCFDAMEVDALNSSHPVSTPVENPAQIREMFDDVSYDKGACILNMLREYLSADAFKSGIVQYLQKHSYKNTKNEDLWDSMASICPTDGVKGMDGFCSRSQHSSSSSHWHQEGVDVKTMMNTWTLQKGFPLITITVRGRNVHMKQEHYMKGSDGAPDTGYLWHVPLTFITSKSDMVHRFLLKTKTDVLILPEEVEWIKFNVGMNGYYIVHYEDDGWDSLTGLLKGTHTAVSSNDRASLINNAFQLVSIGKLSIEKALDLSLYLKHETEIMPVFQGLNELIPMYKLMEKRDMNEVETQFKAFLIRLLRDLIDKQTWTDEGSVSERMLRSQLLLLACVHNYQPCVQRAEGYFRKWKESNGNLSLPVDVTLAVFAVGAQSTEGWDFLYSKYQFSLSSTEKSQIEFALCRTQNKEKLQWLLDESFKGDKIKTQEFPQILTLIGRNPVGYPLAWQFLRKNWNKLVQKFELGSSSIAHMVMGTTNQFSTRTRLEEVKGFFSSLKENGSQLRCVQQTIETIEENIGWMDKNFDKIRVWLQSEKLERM
RAD54 inh: inhibitors of human RAD54 branch migration; Q92698; RAD54 Holliday junction branch migration, FAM/BHQ fluorescence; inhibition, % at 10.4 µM; 0.14% of 360,000 active;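 active means mean normalized replicate activity at least 40 and at least half of replicates scoring 40 or more; inconclusive means only one of the two criteria met; inactive means mean below 40 and under half of replicates reaching 40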;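 further: 0% = median of neutral control wells and 100% = median of positive control wells; inhibitors cause a drop in the FAM fluorescence signal; in these data hits start at about 50%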
Cneo AK release: causes C. neoformans cell lysis | adenylate kinase release luminescence, 4 h; normalised: neutral wells 0, clomiphene wells 100 | lysis activity, % at 15 µM | 0.2% of 360,000 active | AID 651654;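 active means mean lysis activity across replicates of at least 80%, whatever share of replicates individually reach that level; inactive means mean lysis activity below 80%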
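Material – log-phase Cryptococcus neoformans yeast cells · Input – 5 × 10^6 yeast cells/mL · Medium – fresh YPD growth medium · Doses – single compound concentration per well · Timing – static 4 h at 37 °C with compound, 1 h detection · Detection – adenylate kinase release luminescence · Read-out – signal increase indicating cell lysis · Control set – Clomiphene as positive lysis control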
PglD DTNB: PglD (C. jejuni) enzyme inhibition. purified PglD enzyme, DTNB colorimetric CoA detection. inhibition, % at 12.5 µM. 0.098% of 360,000 active; in the data active means inhibition above about 16%, passing the limit was not always enough; inconclusive means no clear call, values can overlap the other calls; further: strong numbers were not always called active
Active calls of the source: *; ? = inconclusive; . = not tested or not shown; & = joins results of further samples; [ ] = remark or other dose.

SMILES | miR-122 sensor | RAD52 anneal inh | PGC1a acetyl inh | E-selectin induc | ERAP1 HTS inh | RAD54 inh | Cneo AK release | PglD DTNB
C[C@H](CO)N1C[C@H](C)[C@@H](CN(C)Cc2ccc(Cl)c(Cl)c2)Oc2c(NC(=O)NC3CCCCC3)cccc2C1=O | 35[16.7 µM] | 3 | -1 | -1.3 | -1 | 5 | 5 | 2
Clc1ccccc1CN1CCc2sccc2C1 | 3&1 | -6&8 | 0&-24 | 0.8 | 5&0 | -30&4&2 | -3&-3&-1 | -4&-1&-100
CCOc1ccc(CN2CCNC(=O)C2CC(=O)NCc2ccccn2)cc1 (stereo not given) | . | -21 | ? | 0.3 | -3 | . | . | .
Cc1ccc(Sc2ncccc2C(=O)NCc2cc([N+](=O)[O-])ccc2O)c(C)c1 | -4 | -4 | 3 | -0.4 | 6 | -10 | 1 | 1
CC(C)CN1CCC(=O)N([C@H](CSc2ccc(Br)cc2)c2ccccc2)CC1 | -5 | -17 | 2 | 0.0 | 2 | -1 | -2 | 1
Cc1cccc(COc2ccc(/C=N/NC(=O)c3nnn(-c4nonc4N)c3C)cc2)c1 | 0 | -11 | 2 | . | -2 | 18 | 1 | 2
Cc1cc2oc(=O)cc(COC(=O)Cn3cnnn3)c2cc1C(C)C | 1 | . | -6 | -2.0 | . | -8 | 2 | 7
CCS(=O)(=O)N1CCN(C2CCC(c3ccccc3)CC2)CC1 (stereo not given) | 2 | . | 0 | . | . | -5 | -2 | -2
Cc1ccc(CNC(=O)C2CCCN(S(=O)(=O)c3ccc(-n4cnnn4)cc3)C2)cc1 (stereo not given) | -7 | -6 | 2 | . | -3 | 10 | 1 | -1
COc1cc(C(=O)N2CCCCC2c2cc(C(=O)NC(C)C)no2)cc(OC)c1C (stereo not given) | -3 | 2 | -25 | 2.7 | -1 | 7 | 2 | 1
Cc1ccc(C(=O)CSc2nc3ccc(C(=O)NCCN4CCCCC4)cc3c(=O)[nH]2)cc1 | -1 | 8 | 2 | 0.2 | 3 | 6 | -1 | -3
COc1cc(C)c(-c2cc(C(=O)O)c(C)o2)cc1C(C)C | 13 | . | 10 | . | . | 3 | -2 | -10
CCCCCCNC(=O)c1cc(-c2ccco2)nc2ccccc12 | 11 | . | . | . | . | -2 | -3 | 0
O=C(CCl)N(O)c1ccc(C=Cc2ccccc2)cc1 | -1 | -18 | 27 | . | -4 | . | . | .
CCC(=O)N(C)C[C@@H]1Oc2ncc(-c3ccc(C(=O)N(C)C)cc3)cc2C(=O)N([C@@H](C)CO)C[C@@H]1C | -5[16.7 µM] | -5 | 11 | 0.1 | -1 | 5 | 2 | 3
C[C@@H]1CN([C@H](C)CO)C(=O)c2cccc(NC(=O)c3ccncc3)c2O[C@H]1CN(C)C(=O)NC1CCCCC1 | 3[16.7 µM] | -8 | 3 | . | 1 | 7 | -2 | 0
CCOc1ccc(C(Nc2cccnc2)c2cc(Cl)c3cccnc3c2O)cc1 (stereo not given) | . | -22 | -6 | 0.3 | -3 | . | . | .
Cc1cccc(-n2c(Cc3cc(=O)[nH]c(=O)[nH]3)nnc2SC(C)C)c1 | -4 | -16 | 19 | 2.9 | -2 | 6 | 2 | -1
COc1cccc(C(=O)/C=C2\Sc3ccccc3N2C)c1 | 3 | 4 | -25 | . | 10 | 10 | -6 | 0
N#C[C@H]1[C@@H](c2ccc(C3=CCCC3)cc2)[C@H](CO)N1C(=O)C1CC1 | . | -18 | 9 | 0.2 | -2 | 2 | 2 | -1
CC(C)(C)C(=O)Nc1ccc(C(=O)N/N=C/c2ccccc2OC(=O)c2ccc(Cl)cc2Cl)cc1 | 14 | . | 3 | . | . | 7 | 8 | 3
O=C(CN1CCC(NC(=O)c2ccco2)CC1)Nc1cccc2ccccc12 | -2 | . | -3 | . | . | -1 | 1 | 5
Brc1nnc2n1-c1ccccc1Sc1ccccc1-2 | 5 | . | -3 | . | . | -4 | 1 | -2
CCCNC(=O)C[C@H]1CC[C@H]2[C@@H](COC[C@@H](O)CN2C(=O)C2CCOCC2)O1 | 1[16.7 µM] | -88 | 5 | 0.1 | 2 | -2 | 1 | 1
O=C(CSCc1ccco1)Nc1cc(C(F)(F)F)ccc1N1CCOCC1 | 0 | . | -11 | . | . | -8 | -2 | 5
COc1ccc(-c2nc(N)ncc2-c2ccc(OC)c(OC)c2)c(O)c1 | . | 0 | 10 | . | 0 | -1 | -2 | 2
C[C@H]1CN([C@@H](C)CO)C(=O)c2cc(NC(=O)Nc3cccc4ccccc34)ccc2O[C@H]1CN(C)C(=O)Nc1ccc(F)cc1 | -7[16.7 µM] | -13 | 4 | 0.0 | 0 | 3 | -2 | -2
CCCc1cc(=O)[nH]c(SCC(=O)Nc2cc(S(=O)(=O)N3CCCCC3)ccc2Cl)n1 | . | -21 | . | 3.0 | -3 | -10 | 1 | 0
COc1ccc(CN(C)C[C@@H]2Oc3ccc(NC(=O)CCCN(C)C)cc3C(=O)N([C@@H](C)CO)C[C@H]2C)cc1 | 0[16.7 µM] | -11 | 3 | 5.1 | 1 | -8 | 0 | -2
CN1C(=O)C(C)(C)c2cc(S(=O)(=O)N3CCCC3C(=O)NCc3ccccc3Cl)ccc21 (stereo not given) | -4 | -13 | 9 | 0.1 | . | -6 | 1 | 0
C[C@@H]1CCCCO[C@@H](CN(C)C(=O)Nc2ccc(F)cc2)[C@@H](C)CN([C@H](C)CO)C(=O)c2cc(NC(=O)C3CCCCC3)ccc2O1 | 13[16.7 µM] | -13 | 16 | 0.0 | -2 | -6 | 58 | -3
O=C(O)CSCC(=O)N1CCN(c2ccnc3cc(Cl)ccc23)CC1 | . | . | 3 | . | . | -14 | 0 | -11
CCC(C(=O)O/N=C(\N)c1cccc(C)c1)c1ccccc1 (stereo not given) | -5 | . | -1 | . | . | -12 | 1 | -4
O=C(C1=C[C@H](c2ccc3c(c2)OCO3)C[C@H](OCc2ccc(CO)cc2)O1)N1CCOCC1 | -3 | -46&0 | 11&4 | 0.0 | -1&0 | -6 | -2&0 | 1
CCOP(=O)(OCC)C(C#N)=C1SCN(c2ccccc2)CS1 | 0 | . | -6 | . | . | -3 | 0 | 4
CCN(CC)C(=S)SCC(=O)Nc1ccc(S(N)(=O)=O)cc1 | -10 | -8 | 2 | -0.2 | 1 | 9 | -2 | -2

Next part; the last two above are carried over.
SMILES | miR-122 sensor | RAD52 anneal inh | PGC1a acetyl inh | E-selectin induc | ERAP1 HTS inh | RAD54 inh | Cneo AK release | PglD DTNB
CCOP(=O)(OCC)C(C#N)=C1SCN(c2ccccc2)CS1 | 0 | . | -6 | . | . | -3 | 0 | 4
CCN(CC)C(=S)SCC(=O)Nc1ccc(S(N)(=O)=O)cc1 | -10 | -8 | 2 | -0.2 | 1 | 9 | -2 | -2
C#CCNC(=O)C1=C[C@@H](C2CC2)C[C@@H](OCc2ccc(CO)cc2)O1 | -2 | 1&2 | -6&-8 | -0.1 | 1&-5 | -9 | -1&-3 | 2
CC(NC(=O)c1ccco1)c1ccc(-n2ccnc2)cc1 (stereo not given) | . | -4 | . | . | 1 | 2 | 3 | 5
Cc1ccc(C(=O)C(C)OC(=O)Cc2n[nH]c(=O)c3ccccc23)cc1 (stereo not given) | -4 | -2 | 0 | . | 5 | -10 | 1 | -2
O=C(OC1CCCCC1)c1cc2ccccc2oc1=O | 1 | -3 | 11 | 0.2 | -2 | 6 | 3 | 3
COc1ccc(N2CC(C(=O)NCCS(=O)(=O)N3CCN(c4ccccc4)CC3)CC2=O)cc1 (stereo not given) | -7 | -1 | . | 0.2 | -4 | 1 | 0 | 5
Cn1c(=O)c2c(nc(Cl)n2CC(=O)NC2(C#N)CCCCC2)n(C)c1=O | -7 | 6 | . | -0.4 | 2 | 2 | -3 | 3
O=C(CN1CCOCC1)N1[C@H](CO)[C@H]2c3ccccc3NC[C@H]21 | 29[16.7 µM] | 3 | 1 | 1.1 | -1 | 2 | -3 | 0
O=C1[C@H]2[C@@H](c3ccc(Cl)cc3)N3C(=O)N(c4cccc(F)c4)C(=O)[C@@]3(Cc3ccccc3)[C@H]2C(=O)N1C1CCCCC1 | . | -8 | . | -0.2 | . | -2 | 5 | 0
Cc1ccc(S(=O)(=O)Nc2ccccc2F)cc1C(=O)NCCCN1CCCC1=O | 1 | . | 7 | 2.4 | . | -1 | -3 | -1
C/C(=N/NC(=O)c1nnn(-c2nonc2N)c1-c1ccccc1)c1ccncc1 | 7 | -12 | 5 | . | 0 | 0 | -1 | 6
COc1ccc(S(=O)(=O)Nc2cccc(C(C)=O)c2)cc1Br | 63 | -9 | 3 | 0.7 | -1 | . | . | .
Cc1nnc(NC(=O)CSc2ccccc2N)s1 | -4 | -7 | 4 | 0.1 | 3 | -11 | 0 | -3
O=C(O)c1ccc(Cn2cnc3cccnc32)cc1 | -13 | -47 | 1 | 1.3 | 2 | 7 | 1 | -9
O=C(Nc1ccc(Cl)c(S(=O)(=O)N2CCOCC2)c1)c1cc2ccccc2oc1=O | -6 | -9 | -9 | . | -1 | -4 | -1 | -2
Cc1cccc2c(N)c3c(nc12)CCCC3 (tested in a mixture with another compound) | 8 | -11 | . | 7.1 | . | 17 | 0 | 3
CN(C)CCCNC(=O)C[C@H]1CC[C@@H]2[C@H](COC[C@H](O)CN2Cc2cccc(F)c2)O1 | -1[16.7 µM] | 9 | 3 | -0.1 | -5 | -2 | 0 | -4
O=C(COc1ccc2c(c1)OCO2)Nc1nncs1 | 3 | -14 | 14 | 0.0 | -1 | 15 | -1 | -3
CCN(CC)CC#CCC(O)(c1ccccc1)C1CCCCC1 (stereo not given) | 4 | 2 | . | 0.0 | 6 | 0 | -3 | -13

Part of the list above, as tab-separated lines:
Molecule	miR-122 sensor	RAD52 anneal inh	PGC1a acetyl inh	E-selectin induc	ERAP1 HTS inh	RAD54 inh	Cneo AK release	PglD DTNB
O=C(O)c1ccc(Cn2cnc3cccnc32)cc1	-13	-47	1	1.3	2	7	1	-9
O=C(Nc1ccc(Cl)c(S(=O)(=O)N2CCOCC2)c1)c1cc2ccccc2oc1=O	-6	-9	-9	.	-1	-4	-1	-2
Cc1cccc2c(N)c3c(nc12)CCCC3 (tested in a mixture with another compound)	8	-11	.	7.1	.	17	0	3
CN(C)CCCNC(=O)C[C@H]1CC[C@@H]2[C@H](COC[C@H](O)CN2Cc2cccc(F)c2)O1	-1[16.7 µM]	9	3	-0.1	-5	-2	0	-4
O=C(COc1ccc2c(c1)OCO2)Nc1nncs1	3	-14	14	0.0	-1	15	-1	-3
CCN(CC)CC#CCC(O)(c1ccccc1)C1CCCCC1 (stereo not given)	4	2	.	0.0	6	0	-3	-13

Bioassay records from PubChem BioAssay.
